Compound activity (PubChem)
Nrf2 block: Nrf2 qHTS screen for inhibitors | AID 504444, 2011 | A549 ARE-Fluc reporter, luciferase luminescence, 18-24 h | Potency, µM (top dose mostly 46 µM), for inactives: at the highest dose activity change, negative = inhibition, actives largely listed as inhibitors | 2.1% of 360,000 active; also: potency is read from the fitted curve at half-maximal effect; % is scaled to controls: 0 for no effect and ±100 for the full control effect; nearly all actives have a fitted effect of over 60% in size
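A549 ARE_Fluc cells, 5000/well, 5% FBS OPTI-MEM; compounds in dose-response, 18-24 h at 37 °C/5% CO2; CellTiter-Fluor viability read (Ex 405/Em 525), then BugLite luciferase luminescence = Nrf2 activity.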
EPAC2 ag: qHTS for Agonist of cAMP-regulated guanine nucleotide exchange factor 4 (EPAC2): primary screen; EPAC2 activation, biochemical qHTS; response scale: 100% = 6.5 mM cAMP response; Potency, µM (top dose mostly 154 µM), for inactives: at the top dose activation, most hits filed as activators; 0.079% of 360,000 active; AID 720711, 2013; also: potency is read from the fitted curve at half-maximal effect; nearly all actives have a fitted effect of over 50% in size
Target sequence (Q8WZA2 whole entry, looked up): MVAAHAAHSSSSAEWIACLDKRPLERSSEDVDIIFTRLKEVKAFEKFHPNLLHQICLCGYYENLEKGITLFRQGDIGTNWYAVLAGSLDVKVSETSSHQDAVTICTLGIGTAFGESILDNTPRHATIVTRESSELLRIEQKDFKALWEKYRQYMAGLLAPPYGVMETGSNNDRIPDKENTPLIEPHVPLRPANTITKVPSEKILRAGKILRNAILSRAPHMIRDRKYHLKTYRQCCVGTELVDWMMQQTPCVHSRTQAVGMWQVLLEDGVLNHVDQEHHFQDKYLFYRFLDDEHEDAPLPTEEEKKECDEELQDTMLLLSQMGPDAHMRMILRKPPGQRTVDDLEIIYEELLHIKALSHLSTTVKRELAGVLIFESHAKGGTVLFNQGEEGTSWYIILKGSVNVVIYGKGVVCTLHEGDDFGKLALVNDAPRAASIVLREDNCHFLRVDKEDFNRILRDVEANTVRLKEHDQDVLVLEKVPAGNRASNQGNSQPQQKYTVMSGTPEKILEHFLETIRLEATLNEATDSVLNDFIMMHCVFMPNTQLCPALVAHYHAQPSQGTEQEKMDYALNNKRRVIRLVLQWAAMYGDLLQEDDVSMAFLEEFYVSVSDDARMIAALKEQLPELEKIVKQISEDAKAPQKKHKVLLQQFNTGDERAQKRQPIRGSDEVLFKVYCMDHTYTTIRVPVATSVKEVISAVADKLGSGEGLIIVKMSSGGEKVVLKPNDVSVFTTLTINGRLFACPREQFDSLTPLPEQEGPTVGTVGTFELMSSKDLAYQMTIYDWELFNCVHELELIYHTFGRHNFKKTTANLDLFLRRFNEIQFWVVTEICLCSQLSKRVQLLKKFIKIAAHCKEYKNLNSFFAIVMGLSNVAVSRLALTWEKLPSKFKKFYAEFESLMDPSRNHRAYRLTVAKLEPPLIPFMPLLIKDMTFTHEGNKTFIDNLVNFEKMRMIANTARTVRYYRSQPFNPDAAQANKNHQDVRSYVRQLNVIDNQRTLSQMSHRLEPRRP
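Guanine nucleotide exchange by EPAC2 is measured as reduced fluorescence of BODIPY-GDP once it is released from 250 nM Rap1B. Plates are read kinetically for 30 min at room temperature; results are scaled to 6.5 mM cAMP.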
S2 tox: Viability Counterscreen for Primary qHTS for Inhibitors of ATXN expression. S2 cells (HEK-293 line with an ATXN2-luciferase reporter) viability, CellTiter-Fluor protease fluorescence, 24 h. Potency, µM (series often up to 56.7 µM), most hits filed as cytotoxic. 0.49% of 400,000 active; also: potency is read from the fitted curve at half-maximal effect; nearly all actives have a fitted effect of over 40% in size
IL-2 act: qHTS of IL-2 Activators; IL-2 activation reporter assay, cell-based qHTS; stimulated with anti-CD3/CD4/CD28 beads; in transgenic mouse T cells; activation, % (series mostly up to about 46 µM); 0.065% of 360,000 active; AID 652025, 2013; in the data active = activation above about 50%; inconclusive = mostly about 30% to 49%; also: 0% is about no effect
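Using fluorescent plate cytometry, EGFP and DsRed are detected in transgenic mouse T cells stimulated 18 h at 37 degrees C with antibody-coated beads after 60 min compound pretreatment.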
A549 viability: Nrf2 qHTS screen for inhibitors: counterscreen for cytotoxicity. 0.16% of 390,000 active. A549 ARE-Fluc cells, CellTiter-Fluor viability, 18-24 h. Potency, µM (doses to about 46 µM), for inactives: at the highest dose activity change, negative = cytotoxicity, hits mostly inhibitors. AID 504648, 2011; also: potency is read from the fitted curve at half-maximal effect; % is scaled to controls: 0 for no effect and ±100 for the full control effect
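Cytotoxicity counterscreen: CellTiter-Fluor fluorescence was measured in A549 ARE_Fluc cells after 18-24 h of compound exposure in a concentration series. The subsequent BugLite luminescent read reports ARE-luciferase activity.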
Nrf2 ARE act: qHTS of Nrf2 Activators; AREc32 ARE-luciferase reporter (MCF7-derived line), luminescence, 24 h; 0.31% of 410,000 active; Potency, µM (titrated, usually from 46.1 µM), without a hit: at the highest dose activation, actives largely listed as activators; also: potency is read from the fitted curve at half-maximal effect; % of control where 0% means no effect; nearly all actives have a fitted effect of over 65% in size
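Reporter line AREc32 (ARE-Fluc), seeded overnight in OPTI-MEM with 5% FBS; compound pin-transferred, 24 hr at 37 deg C, 5% CO2; luminescent read-out.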
ATXN2 expr inh: Primary qHTS for Inhibitors of ATXN expression; HEK-293 ATXN2-luciferase reporter, luminescence, 24 h; 0.72% of 360,000 active; Potency, µM (titrated, usually from 57 µM), for the others: at the top dose activity change, negative = inhibition, hits mostly inhibitors; also: potency is read from the fitted curve at half-maximal effect; % is scaled to controls: 0 for no effect and ±100 for the full control effect; nearly all actives have a fitted effect of over 55% in size
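ATXN2-luciferase reporter cells (luciferase flanked by upstream and downstream ATXN2 gene portions) were treated 24 h at 37 °C with compounds at up to 57 uM. SteadyGlo luminescence gave expression; GF-AFC fluorescence gave viability.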
HepG2 tox: qHTS for Inhibitors of TGF-b: Cytotox Counterscreen; HepG2 CAGA-GFP viability, ATP luminescence, 18 h; Potency, µM (highest dose often 46.1 µM), inactives show at the top dose activity change, negative = cytotoxicity, usual class: cytotoxic; 0.76% of 410,000 active; AID 588856, 2011; also: potency is read from the fitted curve at half-maximal effect; some results filed as inactive show a strong effect at the top dose
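CellTiter-Glo luminescence gave cytotoxicity after 18 hours at 37 degrees C. The cells were HepG2 CAGA-GFP in 1% FBS DMEM, stimulated with 500 pg/mL TGF-beta after compound addition. %Activity was normalised to no-cell wells (complete cell-killing) and DMSO (no toxicity), and curves were fitted and classified.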
TGFb SMAD3 inh: qHTS for Inhibitors of TGF-b; HepG2 CAGA-GFP TGF-b/SMAD3 reporter, GFP fluorescence, 18 h; TGF-beta stimulated, 500 pg/mL final; Potency, µM (series often up to 46.1 µM), for inactives: at the highest dose activity, negative = inhibition, actives largely listed as inhibitors; 1.2% of 410,000 active; AID 588855, 2011; also: potency is read from the fitted curve at half-maximal effect; % is scaled to controls: 0 for no effect and ±100 for the full control effect; nearly all actives have a fitted effect of over 65% in size
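Per well, imaged GFP fluorescence of HEPG2 CAGA-GFP cells gives the signal; cells get compound, then TGF-beta (500 pg/mL final), 18 h at 37 degrees C; %Activity versus -TGF-beta and +DMSO controls.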
Starred values were filed as active, the others as inactive; i = inactive; ? = inconclusive; nt = not tested or not shown; & = joins results of further samples; [ ] = remark or other dose. Unless noted, calls follow the shape of the dose curve; as a rule, active = well fitted curve in the direction sought with a large enough effect; inconclusive = small, poorly fitted or top-dose-only effect, or another doubt; inactive = no such curve, though single readings can be large; an effect the other way counts as inactive or inconclusive.

Compound	Nrf2 block	EPAC2 ag	S2 tox	IL-2 act	A549 viability	Nrf2 ARE act	ATXN2 expr inh	HepG2 tox	TGFb SMAD3 inh
Cc1ccc(NC(=O)Cn2c(=O)n(CCCCC(=O)NCCc3ccc(Cl)cc3)c(=O)c3ccccc32)cc1	6%	nt	i	nt	1%	0.2%	-7%	-1%	0%
CCN(CC)c1nc2c(c(=O)n(C)c(=O)n2C)n1CCCc1ccccc1	?	1%	i	-4.5	0%	-1.0%	nt	-35%	-12%
CCC(CC)NC(=O)COC(=O)c1ccc(OCC(=O)Nc2ccccc2OC)c(OC)c1	8%	-7%	i	-1.1	3%	0.5%	-18%	-9%	-26%
Cn1sc2ccccc2c1=O	nt	7%	nt	-3.8	nt	20%	28µM*	-111%	?
CCOC(=O)N1CCN(c2nc3ccccc3nc2C(C#N)C(=O)NCCc2ccccc2)CC1 (stereo not given)	-25%	?	i	0.3	-3%	-0.1%	-19%	3%	-1%
COc1cc(C(=O)NCCc2c[nH]c3ccccc23)ccc1OCc1c(C)noc1C	-24%	13%	i	-1.7	4%	1.7%	-20%	2%	-1%
Cc1c(CC(=O)N2CCN(C(=O)C3COc4ccccc4O3)CC2)c(=O)oc2c(O)c(O)ccc12 (stereo not given)	-4%	-1%	i	-1.8	1%	2.5%	0%	-16%	-4%
CC1CCN(S(=O)(=O)c2ccc(N/N=C(/C#N)C(N)=O)cc2)CC1	nt	-5%	i	7.0	?	0.1%	-2%	-7%	?
CC1Cc2ccccc2N1Cc1cc(=O)n2ccsc2n1 (stereo not given)	4%	-3%	i	0.7	1%	3.4%	-2%	2%	-11%
CC(=O)c1cccc(NC(=S)NC(=O)CC(C)C)c1	25%	-3%	i	2.1	-5%	1.6%	40%[activator]	-4%	0%
COc1ccc(C(C(=O)NC(C)(C)C)N(Cc2cccs2)C(=O)CCC(=O)Nc2cc(C)on2)cc1 (stereo not given)	18%	-4%	i	-1.5	-4%	-0.3%	-4%	-1%	-16%
COc1ccnc(-n2cccc2/C=N/O)c1C#N	-9%	0%	i	-1.3	3%	-0.7%	4%	18%	-6%
COc1ccc(NC(=O)COC(=O)/C=C/C(=O)OCC(=O)Nc2ccc(OC)c(Cl)c2)cc1Cl	14%	-6%	i	-0.4	-1%	2.9%	-33%	-37%	?
Fc1ccc(-c2cc(C(F)(F)F)nc(NCc3cccs3)n2)cc1	2%	-17%	i	-1.3	5%	6.9%	-13%	-23%	-10%
COc1ccc(CCNC(=O)C(=O)N2CCCCC2)cc1OC	24%	2%	i	-1.6	6%	-0.8%	2%	-6%	-27%
O=C(NCCc1ccccc1)c1cc(Sc2ccc(F)cc2F)nc2ccccc12	nt	nt	nt	nt	4%	4.2%	nt	-24%	-4%

A few values from the entries so far.
Cc1ccc(NC(=O)Cn2c(=O)n(CCCCC(=O)NCCc3ccc(Cl)cc3)c(=O)c3ccccc32)cc1 | Nrf2 block: 6%
COc1cc(C(=O)NCCc2c[nH]c3ccccc23)ccc1OCc1c(C)noc1C | EPAC2 ag: 13%
COc1ccnc(-n2cccc2/C=N/O)c1C#N | A549 viability: 3%
COc1ccc(CCNC(=O)C(=O)N2CCCCC2)cc1OC | TGFb SMAD3 inh: -27%

Returning to the listing; the two compounds before the break are reprinted first.
Compound	Nrf2 block	EPAC2 ag	S2 tox	IL-2 act	A549 viability	Nrf2 ARE act	ATXN2 expr inh	HepG2 tox	TGFb SMAD3 inh
COc1ccc(CCNC(=O)C(=O)N2CCCCC2)cc1OC	24%	2%	i	-1.6	6%	-0.8%	2%	-6%	-27%
O=C(NCCc1ccccc1)c1cc(Sc2ccc(F)cc2F)nc2ccccc12	nt	nt	nt	nt	4%	4.2%	nt	-24%	-4%
Cc1cc(=O)n(Nc2ccccc2)c(O)c1C#N	nt	6%	?	-4.0	nt	-0.5%	nt	3%	-7%
CCCCN(CC)C(=O)CCNS(=O)(=O)c1ccc2c(c1)c(=O)n(C)c(=O)n2C	-18%	nt	i	nt	0%	-1.3%	-7%	-7%	-21%
CCOC(=O)C1Cc2ccccc2CN1 (stereo not given)	0%	10%	i	-1.6	5%	0.2%	3%	-23%	-7%
CC(=O)c1ccc2noc(-c3ccc(Cl)cc3)c2c1	?	4%	i	0.0	6%	3.3%	3%	-1%	3%
N/C(Cn1cncn1)=N\NC(=O)C(=O)Nc1ccc(Cl)cc1Cl	-1%	8%	i	-1.4	3%	1.3%	-9%	-29%	0%
O=[N+]([O-])c1ccc(CSc2ccc(S(=O)(=O)N3CCCCC3)cn2)cc1	?	3%	i	-0.7	1%	2.7%	-20%	-53%	?
Cc1oc2ncn(C)c(=O)c2c1C(=O)NCCCN1CCCCC1C (stereo not given)	?	nt	i	nt	3%	0.3%	3%	0%	-4%
Cc1ccc(-c2nc(P(=O)(c3ccccc3)c3ccccc3)c(N3CCOCC3)o2)cc1	-14%	0%	i	0.2	-17%	0.3%	-11%	-20%	-22%
CCCn1c(NCc2ccco2)nc2c1c(=O)n(C)c(=O)n2C	nt	4%	i	-0.5	-3%	16%	4%	-8%	?
S=C(Nc1ccc(Cl)c(Cl)c1)NN1CCOCC1	6%	-6%	i	-2.6	3%	-0.4%	14%	11%	5%
O=[N+]([O-])c1cc(C(F)(F)F)cc([N+](=O)[O-])c1NCCCNc1ccc([N+](=O)[O-])c2cccnc12	-19%	-2%	i	-3.3	?	1.8%	-15%	0%	-9%
Cc1noc(C)c1S(=O)(=O)N(CC(=O)NCCc1ccccc1)c1ccc(C(C)C)cc1	-18%&9%	-7%	?	0.7	-7%&15%	0.4%&-0.3%	4%	-6%&-12%	-15%&3%
CCOc1ccc(Nc2nc(N(C)c3ccccc3)nc(N)c2[N+](=O)[O-])cc1	-6%	3%	i	-3.3	1%	0.3%	-25%	-28%	-9%
CCN(CC)C(=O)c1ccc(C(=O)Nc2ccc(F)cc2)cc1	9%	2%	i	0.8	-9%	4.6%	48%[activator]	3%	-1%
Cc1ccccc1-n1ncc2c1CC(C)(C)CC2NC(=O)c1ccncc1 (stereo not given)	?	0%	i	1.5	-21%	0.1%	0%	-1%	-14%
CCCCn1nc(NC(=O)c2cccs2)c2cc3cc(OC)ccc3nc21	nt	5%	nt	-2.5	-7%	6.7%	2%	4%	?
COc1cccc(NC(=O)c2c(C)nn(-c3ccccc3)c2Cl)c1	23%	19%	i	-0.4	-1%	4.7%	-17%	1%	8%
COc1ccc2[nH]c(C(=O)NCCc3ccccc3)cc2c1	5%	8%	i	-3.0	-3%	4.2%	9%	-37%	29%
O=C(NCc1ccccn1)C1COc2ccccc2O1 (stereo not given)	13%	-3%	i	-0.7	1%	0.0%	-8%	1%	-1%
Cc1ccc(C(=O)N/C(=C\c2cccs2)C(=O)NCCCn2ccnc2)cc1	25%	4%	i	2.2	-2%	0.3%	2%	-5%	-1%
COc1ccc(NC(=O)CC2Nc3cc(C)c(C)cc3NC2=O)c([N+](=O)[O-])c1 (stereo not given)	-10%	5%	i	-2.7	-3%	-0.5%	nt	0%	-12%
Cc1cccc(NC(=O)CCc2c(C)nn(-c3ccc(N4CCCCC4)nn3)c2C)c1	1%	6%	?	2.6	-2%	7.3%	nt	-11%	-5%
CCN(CC)C(=O)COc1ccc2oc(-c3ccco3)cc(=O)c2c1	4%	0%	i	1.3	-2%	2.4%	26%	13%	-2%
CCOc1nc(Nc2ccc(OC)c(Cl)c2)nc(OCC)n1	?	12%	i	-0.5	1%	11%	4%	-8%	-25%
Cc1c(C)[n+](=O)c(C)c(C)n1[O-]	1%	17%	i	0.5	4%	-0.5%	17%	-2%	11%
CCCCCCCCNS(=O)(=O)CCNCCCC	16%	-8%	i	-0.5	2%	3.7%	-8%	-45%	?
CC(=O)c1c(C)oc(C)c1CSCc1ccc(C(=O)O)o1	10%	11%	i	1.5	-2%	0.4%	0%	-17%	1%
COc1ccccc1CCC(=O)OCC(=O)Nc1cccc(S(=O)(=O)N2CCCCC2)c1	0%	8%	i	-1.4	11%	0.6%	-9%	-2%	-16%
Cc1ccccc1Nc1nc(N)nc(COC(=O)[C@@H](NC(=O)c2ccccc2Cl)C(C)C)n1	-26%	3%	i	0.8	0%	3.1%	1%	1%	-23%
Cc1cc(C)cc(-n2c(SCC(=O)N3CCCCC3)nc3c([nH]c4ccccc43)c2=O)c1	nt	nt	i	nt	0%	-0.4%	22%	-2%	-3%
Cc1c(C(=O)NCC2CCCO2)oc2ccc(Br)cc12 (stereo not given)	?	5%	i	1.8	4%	3.3%	45%[activator]	-6%	-18%
CCN(CC)CC(=O)c1c[nH]c2ccc(C)cc12	8%	-28%	i	0.7	-2%	3.3%	2%	-18%	5%
